Assay outcomes as filed in PubChem.
NPY-Y1 PAM-ag = human NPY-Y1 potentiation or agonism, primary screen; 0.37% of 220,000 active; NPY-Y1 expressing cells, potentiator/agonist activation; activation, % at 3.6 µM; P25929; in the data active means activation above about 33%, passing the limit was not always enough;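 further: cells stimulated with NPY at EC10 then isoproterenol at EC100; 0% = low agonist plus stimulus and 100% = saturating agonist plus stimulus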
p97 inhibitor = human p97 ATPase inhibition; P55072; recombinant p97 ATPase, Kinase-Glo ATP luminescence, 3 h; inhibition, % at 8 µM; 0.42% of 220,000 active; AID 1481; in the data active means inhibition above about 15%;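 further: 0% = DMSO vehicle and 100% = wells lacking enzyme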
MDM2 E3 inh = Mdm2 E3 ligase (human) inhibition; Q00987; cell-based MDM2 ubiquitination luciferase reporter, 2 h; 0 = plate control, 100 = twice control, blank-subtracted; signal enhancement, % at 5 µM; 0.11% of 210,000 active; AID 1230;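 active means signal enhancement of 30% or more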;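 further: luminescence tracks abundance of the self-degrading MDM2-luciferase fusion protein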
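test system = mammalian cells stably expressing self-ubiquitinating, self-degrading MDM2 E3–luciferase fusion | quantity = 2000 cells/well | incubation = cell settling 4 h, compound treatment 2 h, both 37 °C | signal = luminescence with SteadyLite reagent, 15 min at room temperature | evaluation = % enhancement relative to plate controls after blank subtraction | benchmarks = plate controls and plate blanks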
Hck Nef HTS = human Hck-Nef kinase inhibition. P08631. Recombinant Hck-YEEI plus Nef, Z-Lyte FRET kinase assay. inhibition, % at 20 µM. 0.68% of 220,000 active. AID 463187;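 active means Hck-Nef kinase inhibition above about 50%, limit read from the data; inactive means inhibition below that limit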;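 further: 0% = DMSO with Hck plus Nef and 100% = Hck alone without Nef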
Runt-SMMHC FRET = blocks binding of human RUNX1 Runt domain to CBFb-SMMHC. Q01196+Q13951. Cerulean-Runt/Venus-CBFb-SMMHC FRET ratio 530/480, 1 h. inhibition, % at 20 µM. 0.74% of 220,000 active;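 active means mean inhibition across duplicate retests at 20 µM reaching about 50%, limit read from the data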;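 further: 0% = DMSO wells and 100% = wells with excess untagged CBFb-SMMHC; inhibitors lower the FRET ratio by blocking Runt binding to CBFb-SMMHC; some results filed as inactive read as strong as hits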
Target sequence (Q01196 whole entry, looked up, the tested form may be a part): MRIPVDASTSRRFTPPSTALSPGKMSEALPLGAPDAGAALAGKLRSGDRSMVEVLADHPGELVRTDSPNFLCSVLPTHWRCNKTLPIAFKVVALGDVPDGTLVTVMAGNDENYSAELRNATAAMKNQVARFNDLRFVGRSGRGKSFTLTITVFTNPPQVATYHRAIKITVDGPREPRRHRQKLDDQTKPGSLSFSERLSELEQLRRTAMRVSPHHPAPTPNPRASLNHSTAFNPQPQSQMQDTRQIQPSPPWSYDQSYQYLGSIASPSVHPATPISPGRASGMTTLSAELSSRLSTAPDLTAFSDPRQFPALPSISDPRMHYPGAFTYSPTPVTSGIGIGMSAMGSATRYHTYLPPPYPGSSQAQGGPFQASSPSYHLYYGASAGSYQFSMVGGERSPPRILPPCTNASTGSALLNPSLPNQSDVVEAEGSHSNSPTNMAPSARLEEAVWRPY
Target sequence (Q13951 whole entry, looked up, the tested form may be a part): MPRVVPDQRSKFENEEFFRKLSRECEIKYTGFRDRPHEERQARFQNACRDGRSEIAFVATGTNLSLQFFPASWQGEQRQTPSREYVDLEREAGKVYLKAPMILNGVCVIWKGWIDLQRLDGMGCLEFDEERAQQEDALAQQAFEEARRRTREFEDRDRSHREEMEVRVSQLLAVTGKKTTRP
RBBP9 inhibitor = human RBBP9 hydrolase inhibition | AID 1515 | recombinant RBBP9, FP-Rh probe fluorescence polarization | 0.2% of 220,000 active | inhibition, % at 7.94 µM;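 active means inhibition above the campaign mean of all tested compounds plus 3 SD, cut at about 14% in these data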;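 further: plate controls were DMSO wells with RBBP9 for no effect and wells lacking RBBP9 protein for full effect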
Target sequence (O75884 whole entry, looked up): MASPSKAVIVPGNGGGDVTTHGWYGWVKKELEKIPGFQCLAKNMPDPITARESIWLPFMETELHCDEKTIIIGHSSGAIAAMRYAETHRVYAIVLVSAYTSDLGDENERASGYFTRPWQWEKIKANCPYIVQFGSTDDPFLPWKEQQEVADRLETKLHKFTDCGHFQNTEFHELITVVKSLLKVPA
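Test system: recombinant human RBBP9. Quantity: 2.5 µM RBBP9 dispensing solution, before mixing. Detection: FP readout at 525/598 nm. Reagent: Serine-hydrolase probe FP-Rh, 375 nM pre-mixing. Measure: % inhibition. Control set: DMSO-treated enzyme wells and wells lacking RBBP9. Buffer or medium: Tris-NaCl-Pluronic buffer, pH 8.0. Times: preincubation 30 min plus labeling 45 min at 25 °C.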
NPY Y1 blocker = blocks the human neuropeptide Y Y1 receptor. HEK293-CNG Y1 cells, membrane potential fluorescence; NPY at EC95, then isoproterenol. inhibition, % at 3.6 µM. 1% of 200,000 active. AID 1040;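 active means inhibition above the campaign mean inhibition of all tested compounds plus 3 SD, cut at about 20% in these data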;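 further: 0% = DMSO wells given NPY plus isoproterenol and 100% = isoproterenol alone without NPY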
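Material: HEK293 cells co-expressing NPY Y1 receptor and cyclic-nucleotide gated channel. Timing: compound incubation 1 h at room temperature, readout 45 min post-stimulation. Signal: fluorescence, membrane potential probe.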
Runt-CBFb FRET = Runt domain-CBFb interaction inhibition. AID 1496. Q01196+Q13951. 0.46% of 220,000 active. inhibition, % at 20 µM. Cerulean-Runt/Venus-CBFb FRET ratio 530/480, 1 h;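 active means inhibition over about 50% at 20 µM in the single-dose screen, limit read from the data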;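 further: 0% = DMSO wells and 100% = excess unlabeled CBFb competitor control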
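System: Cerulean-labeled Runt domain protein | Quantity: 100 nM of each labeled protein | Schedule: 1 h compound exposure, room temperature | Detection: Fluorescence energy transfer, 422 nm excitation, 530/480 nm emission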
NPY-Y2 PAM-ag = potentiates or activates human NPY-Y2 receptor | P49146 | cells expressing NPY-Y2, potentiator/agonist read-out | activation, % at 3.6 µM | 0.45% of 220,000 active | AID 1359; in the data active means activation above about 27%;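 further: cells stimulated with NPY near EC25 plus isoproterenol at EC100; 0% = vehicle plus submaximal agonist and 100% = vehicle plus saturating agonist; some results beyond the cut were filed as inactive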
The depositor's hits bear a star; · = no result given.

SMILES	NPY-Y1 PAM-ag	p97 inhibitor	MDM2 E3 inh	Hck Nef HTS	Runt-SMMHC FRET	RBBP9 inhibitor	NPY Y1 blocker	Runt-CBFb FRET	NPY-Y2 PAM-ag
O=C(NCc1cccnc1)c1ccc(-c2cc(Cl)ccc2Cl)o1	7	6	2	17	4	-12	9	18	-26
COCCNc1ccc(N2C(=O)CCCC2=O)cc1[N+](=O)[O-]	1	0	-11	19	-8	-2	2	-2	8
Cc1cccn2c(Nc3ccccc3)c(-c3ccccn3)nc12	-21	3	-17	25	2	-10	6	0	11
CCC(CC)C(=O)NCCc1ccc(S(N)(=O)=O)cc1	-21	-3	-12	5	-1	0	4	0	-6
O=C(CCN1CCOCC1)NNC(=S)NC(=O)c1ccccc1	-7	0	-3	9	5	-5	1	9	-9
O=C(CCC(=O)c1ccc(Oc2ccccc2)cc1)Nc1cccc(Cl)c1Cl	-4	5	2	2	-1	-3	3	-3	-2
CC(C)c1nnc(NC(=O)c2cnccn2)s1	-21	-2	-15	5	2	-6	0	3	4
Cc1cc(C)c(S(=O)(=O)c2ccccc2)c(OC(=O)c2cc(F)c(F)cc2Cl)n1	-5	-5	35*	-3	2	3	-5	-2	-11
CCOC(=O)c1nc(Nc2cc(C)cc(C)c2)c2ccccc2n1	-12	-3	-9	-17	-5	-15	6	-10	-15
CCOC(=O)c1[nH]c(C)c(/C(O)=C2\C(=O)C(=O)N(CCCN(CC)CC)C2c2cccnc2)c1C (configuration not stated)	-12	3	·	13	·	-9	-1	·	14
CC(C)(C)c1cc(C(F)(F)F)n2ncc(-c3ccccc3)c2n1	-12	-1	-13	17	0	-5	9	-5	3
Cc1ccc(NC(NC(=O)c2cccnc2)C(Cl)(Cl)Cl)cc1 (configuration not stated)	-23	8	-9	10	4	-5	-4	2	1
COc1ccc(N2CCN(CCCNC(=O)C3(S(=O)(=O)c4ccc(Cl)cc4)CC3)CC2)cc1	13	-3	9	-2	-2	-6	4	0	-2
Cc1cc2oc(=O)cc(CN3CCN(S(=O)(=O)c4ccc5c(c4)OCCO5)CC3)c2cc1C	-3	5	-9	1	2	-6	-1	0	5
COc1ccc(NC(=O)C(CC(C)C)NC(=O)C2CCC(C)CC2)c(OC)c1 (configuration not stated)	0	2	-5	-1	2	1	10	0	-8
O=C(CC1NC(=O)NC1=O)Nc1ccc(Cl)cc1 (configuration not stated)	-16	2	-14	-21	-5	-5	6	1	15
CCOC(=O)C1=C(C)OC(N)=C(C#N)C1c1ccc(C)o1 (configuration not stated)	-28	2	-13	0	2	6	3	-2	-1
CCOC(=O)C1CCN(S(=O)(=O)Cc2ccccc2)C1=O (configuration not stated)	21	7	-13	1	-1	-5	-2	-1	9
CC(=O)NNC1=Nc2ccccc2N(C)C(C)C1 (configuration not stated)	12	3	4	3	2	-8	-5	-2	1
C=CCN1C(=O)C(CC(=O)Nc2ccccc2)S/C1=N/c1nccs1 (configuration not stated)	-5	7	-9	-5	-5	1	·	0	-4
O=C(CCn1nnc2ccccc21)Nc1nnc(Cc2ccc(F)cc2)s1	-7	-3	-10	2	1	-6	0	0	-7
CC1CCN(CC(C)OC(=O)c2ccc3c(c2)OCCO3)CC1 (configuration not stated)	-27	-12	-6	-1	-2	-9	5	2	-17
CCN(CC(=O)Nc1ccccc1C(=O)OC)S(=O)(=O)c1ccccc1	3	-2	-12	1	-8	3	5	0	7
CC(=O)Nc1c(C)ccc(CNC(=O)COc2cc(C)ccc2C)c1C	-7	3	-15	-15	3	-1	-4	1	-13
O=C(C1CCN(S(=O)(=O)c2cccs2)CC1)N1CCc2ccccc2C1	-16	-1	-16	-1	-2	-12	-6	0	-16

The list continues:
SMILES	NPY-Y1 PAM-ag	p97 inhibitor	MDM2 E3 inh	Hck Nef HTS	Runt-SMMHC FRET	RBBP9 inhibitor	NPY Y1 blocker	Runt-CBFb FRET	NPY-Y2 PAM-ag
COCCNC(=O)CCCn1c(=O)c2ccccc2n(Cc2cccc([N+](=O)[O-])c2)c1=O	24	2	-3	-9	2	-3	0	0	20
CCOC(=O)C1CCN(C(=O)c2cc(OCC)c(OCC)c(OCC)c2)CC1	-11	-7	-2	5	2	-6	2	-1	-5
Cc1cc(C)n(-c2nnc3n2N=C(c2c[nH]c4ccccc24)CS3)n1	15	-3	-14	6	1	6	-2	-1	8
O=C1CN(C(=O)CNCc2ccccc2Cl)c2ccccc2N1	-6	-8	-8	-15	2	-10	·	0	-7
NC(=O)c1oc2ccccc2c1NC(=O)CCc1ccccc1	-14	-2	-16	4	1	4	1	-1	6
O=C(c1csc2ccccc12)n1cccn1	-12	1	-14	-2	4	-4	0	-2	10
COc1cc(C2=NOC(C(=O)N3CCOCC3)C2)cc(OC)c1OC (configuration not stated)	-3	0	-29	2	-1	-2	0	2	3
CCCOP(=O)(OCCC)C1(Nc2ccc(C)cc2)CCCCC1	5	6	5	0	-3	-3	8	-6	-9
COC(=O)C(CCSC)NC(=O)CNS(=O)(=O)c1ccc(Br)cc1 (configuration not stated)	-8	0	-1	0	-7	9	0	-2	-7
Fc1ccc(NC(=S)NCCc2ccccn2)cc1	4	10	-4	0	0	-2	-2	8	12
O=C1C(=O)N(CNc2cccnc2)c2ccccc21	4	10	-2	3	-3	0	-1	2	12
COCCNC(=O)c1ccc(C)c(S(=O)(=O)Nc2ccc(C)cc2)c1	-5	-6	0	-11	-4	-4	6	0	8
COc1cc(/C=C2/C(=N)N3OC(C)=CC3=NC2=O)ccc1OCCOc1ccc(C)cc1	-7	5	-6	7	-198	-2	0	-20	-22
Cc1sc2ncnc(SCC(=O)c3ccc(Cl)s3)c2c1C	2	1	22	0	-6	-5	7	0	0
O=C(Nc1ccc(S(=O)(=O)Nc2nccc(C3Cc4ccccc4C(=O)O3)n2)cc1)c1ccccc1 (configuration not stated)	11	2	-11	-5	0	-3	-5	0	-7
Cc1ccc(S(=O)(=O)Oc2cc(N)c3c(n2)CCC3)cc1	6	3	-16	6	-2	-7	·	-1	-3
CCOc1ccc(NC(=O)CCNS(=O)(=O)c2cccs2)cc1	1	2	-3	-1	-5	-4	-3	2	4
Cc1onc(-c2ccccc2Cl)c1C(=O)Nc1ccc(N2CCOCC2)cc1	15	1	-8	0	-2	-5	-3	0	5
CCOc1ccc(OCc2cccc(C(=O)N3CCCC3)c2)cc1	1	-9	-10	3	-2	-15	2	-2	-21
COCCN(C(=O)CSc1nc2ccccc2c(=O)n1CC(C)C)c1c(N)n(Cc2ccccc2)c(=O)[nH]c1=O	6	2	-2	-6	-8	3	5	-5	13
COc1ccc(C)cc1NC(=O)CSc1nnc(-c2ccco2)n1N	15	3	12	2	2	1	6	-1	9
Cc1ccc(NC(=O)CCc2nnc(SCC(=O)Nc3ccccc3C)n2C)cc1Cl	22	2	1	0	-2	5	-2	-4	-10
Cc1cc(C(F)F)n2nc(C(=O)Nc3cccc(C(F)(F)F)c3)nc2n1	5	-2	4	5	-1	7	4	-1	10
CSc1nn(CCc2ccncc2)c(=S)s1	4	3	-14	0	-3	-11	0	-2	-3
CN(C)S(=O)(=O)c1ccc(NC(=S)NC(=O)c2cccs2)cc1	4	-1	-20	9	0	-1	-1	2	-11
O=C(/C=C/c1ccccc1Cl)Nc1ccc(Cl)cn1	-9	-1	-10	13	-3	0	9	1	-6
O=C(Nc1ncc(C(F)(F)F)cc1Cl)c1ccc(S(=O)(=O)N2CCOCC2)cc1	15	0	-14	-4	1	-6	-1	0	7
Cc1c(NC(=O)Nc2ccccc2)cccc1[N+](=O)[O-]	11	2	-6	0	-1	-9	0	-3	11
NC(=O)CNC(=O)[C@@H]1CC2(CC(c3cccc(Br)c3)=NO2)CN1C(=O)c1ccc(Br)cc1 (some centres not stated)	4	1	-8	-1	-6	1	-6	1	5

Sorted by molecular weight (lowest first): part of the list above.
SMILES	NPY-Y1 PAM-ag	p97 inhibitor	MDM2 E3 inh	Hck Nef HTS	Runt-SMMHC FRET	RBBP9 inhibitor	NPY Y1 blocker	Runt-CBFb FRET	NPY-Y2 PAM-ag
CSc1nn(CCc2ccncc2)c(=S)s1	4	3	-14	0	-3	-11	0	-2	-3
Cc1ccc(S(=O)(=O)Oc2cc(N)c3c(n2)CCC3)cc1	6	3	-16	6	-2	-7	·	-1	-3
NC(=O)c1oc2ccccc2c1NC(=O)CCc1ccccc1	-14	-2	-16	4	1	4	1	-1	6
O=C1CN(C(=O)CNCc2ccccc2Cl)c2ccccc2N1	-6	-8	-8	-15	2	-10	·	0	-7
O=C(NCc1cccnc1)c1ccc(-c2cc(Cl)ccc2Cl)o1	7	6	2	17	4	-12	9	18	-26
Cc1cc(C)n(-c2nnc3n2N=C(c2c[nH]c4ccccc24)CS3)n1	15	-3	-14	6	1	6	-2	-1	8
CC(=O)Nc1c(C)ccc(CNC(=O)COc2cc(C)ccc2C)c1C	-7	3	-15	-15	3	-1	-4	1	-13
CN(C)S(=O)(=O)c1ccc(NC(=S)NC(=O)c2cccs2)cc1	4	-1	-20	9	0	-1	-1	2	-11
O=C(CCn1nnc2ccccc21)Nc1nnc(Cc2ccc(F)cc2)s1	-7	-3	-10	2	1	-6	0	0	-7
COc1cc(/C=C2/C(=N)N3OC(C)=CC3=NC2=O)ccc1OCCOc1ccc(C)cc1	-7	5	-6	7	-198	-2	0	-20	-22
COC(=O)C(CCSC)NC(=O)CNS(=O)(=O)c1ccc(Br)cc1 (configuration not stated)	-8	0	-1	0	-7	9	0	-2	-7
O=C(Nc1ccc(S(=O)(=O)Nc2nccc(C3Cc4ccccc4C(=O)O3)n2)cc1)c1ccccc1 (configuration not stated)	11	2	-11	-5	0	-3	-5	0	-7
NC(=O)CNC(=O)[C@@H]1CC2(CC(c3cccc(Br)c3)=NO2)CN1C(=O)c1ccc(Br)cc1 (some centres not stated)	4	1	-8	-1	-6	1	-6	1	5

This is a random part of the collection. Share with any hit: about 3.5%.
